Compound activity as filed in PubChem.
OXTR potentiate = potentiators of human oxytocin receptor; 320,000 compounds, 0.061% hits; CHO-OTR cells, Fluo-8 calcium fluorescence, potentiator mode; 0% = oxytocin EC15, 100% = EC100; P30559; activation, % at 3 µM;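 active = activation above that plate's cutoff, the mean activation of tested compounds plus 3 SD, cut at about 6.6% in these data, passing the limit was not always enough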;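 also: 100% uses oxytocin at 75 nM as the full agonist control; some results filed as inactive read as strong as hits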
Target sequence (P30559 whole entry, looked up): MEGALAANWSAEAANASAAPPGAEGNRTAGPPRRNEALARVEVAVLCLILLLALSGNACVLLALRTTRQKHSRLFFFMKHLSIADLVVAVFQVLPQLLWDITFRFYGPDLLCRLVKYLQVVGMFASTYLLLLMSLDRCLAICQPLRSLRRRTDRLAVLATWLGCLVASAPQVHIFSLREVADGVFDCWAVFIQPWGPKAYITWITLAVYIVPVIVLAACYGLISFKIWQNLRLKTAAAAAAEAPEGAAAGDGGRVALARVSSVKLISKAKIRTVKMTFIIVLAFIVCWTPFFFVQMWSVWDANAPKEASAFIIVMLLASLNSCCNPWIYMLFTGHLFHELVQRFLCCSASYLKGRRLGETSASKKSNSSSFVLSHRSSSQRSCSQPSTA
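test system = CHO-OTR cells, human receptor | compound = single-point 3.0 µM | schedule = 6 min compound pre-incubation at room temperature, 100 s kinetic read | signal = Fluo-8 no-wash calcium dye fluorescence, excitation 470-495 nm, emission 515-575 nm | repeats = single well per compound, singlicate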
CHO parental Ca = counter-screen: ATP calcium response change in parental CHO cells; parental CHO-K1, ATP-induced calcium, Fluo-8 fluorescence; inhibition, % at 5.6 µM; 330,000 compounds, 0.63% hits; AID 463079;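 active = inhibition above that plate's mean sample inhibition plus 3 SD, cut at about 26% in these data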;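 also: 0% = ATP-challenged DMSO wells and 100% = DMSO wells without ATP; some compounds past the cut are filed as inactive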
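Assay system – parental CHO cells · Reagent – ATP stimulus · Detection – intracellular calcium via Fluo-8 no-wash fluorescent dye · Evaluation – percent inhibition of ATP-evoked calcium rise, normalized to controls · Controls – ATP wells versus no-ATP DMSO wells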
OXTR ag = human OXTR agonism; 320,000 compounds, 0.32% hits; activation, % at 3 µM; AID 2435; P30559; CHO-OTR cells, Fluo-8 calcium fluorescence; normalized: DMSO 0%, oxytocin 100%;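 active = activation above the mean of all tested compounds plus 3 SD, cutoff set per screening run, cut at about 20% in these data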;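 also: peak over basal fluorescence ratio from a 100 s FLIPR kinetic read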
TAAR1 agonist = agonists of human TAAR1; Q96RJ0; CHO RD-HGA16 TAAR1, Fluo-8 calcium fluorescence; vehicle wells 0%, saturating PEA agonist 100%; activation, % at 3 µM; 360,000 compounds, 0.99% hits;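 active = activation above the mean activation of all test compounds in the run plus 3 SD, cut at about 38% in these data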
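Test system: RD-HGA16 (CHO) cells co-expressing Gα16 and hTAAR1 | Doses: Single dose, 3 µM | Schedule: 17-24 h seeding, 75 min 37 °C dye, 30 min RT | Evaluation: % activation from peak over basal fluorescence ratio, DMSO-to-PEA scaled | Technique: Kinetic Fluo-8 calcium fluorescence | Benchmarks: Low control DMSO, high control PEA (EC100)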
M1 ag = agonists of human M1 muscarinic receptor. activation, % at 3 µM. CHO-K1 hM1, Fluo-8 calcium fluorescence, agonist mode; 0% DMSO, 100% acetylcholine EC100. AID 588814. 360,000 compounds, 0.33% hits;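 active = activation above the run's mean compound activation plus 3 SD, cut at about 16% in these data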;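 also: peak over basal fluorescence ratio within a 140 s kinetic read after compound addition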
Target sequence (P11229 whole entry, looked up): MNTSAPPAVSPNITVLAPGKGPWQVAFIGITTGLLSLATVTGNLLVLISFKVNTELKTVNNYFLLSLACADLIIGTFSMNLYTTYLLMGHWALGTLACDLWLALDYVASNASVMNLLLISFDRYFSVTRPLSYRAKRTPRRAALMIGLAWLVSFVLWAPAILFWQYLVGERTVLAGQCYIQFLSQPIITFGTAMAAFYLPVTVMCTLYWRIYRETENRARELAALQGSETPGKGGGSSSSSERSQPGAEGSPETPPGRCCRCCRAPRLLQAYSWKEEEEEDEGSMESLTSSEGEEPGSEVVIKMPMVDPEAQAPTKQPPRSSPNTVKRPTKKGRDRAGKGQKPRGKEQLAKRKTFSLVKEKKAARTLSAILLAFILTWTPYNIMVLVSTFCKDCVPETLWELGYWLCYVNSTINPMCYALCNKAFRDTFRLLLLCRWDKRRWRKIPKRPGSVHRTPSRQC
TAAR1 antag = human TAAR1 antagonism; Q96RJ0; CHO RD-HGA16 TAAR1, Fluo-8 calcium fluorescence, antagonist; inhibition, % at 3 µM; 360,000 compounds, 1.5% hits;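 active = inhibition above a per-plate cutoff, the mean inhibition of test compounds on that plate plus 3 SD, cut at about 49% in these data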;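 also: 0% = DMSO plus EC80 beta-PEA response and 100% = DMSO alone without agonist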
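Test system: RD-HGA16 CHO cells with stable hTAAR1 and Gα16 / Probe or stimulus: EC80 β-phenethylamine stimulus / Times: seeding 17-24 h prior, 75-min 37 °C, 30-min RT dye loading / Detection: Fluo-8 calcium-sensitive fluorescence / Read-out basis: % inhibition scaled between DMSO and EC80 PEA controls / Repeats: singlicate, one well per test compound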
M1 antag = antagonists of human M1 muscarinic receptor; CHO-K1 hM1, Fluo-8 calcium fluorescence, ACh EC80 antagonist; inhibition, % at 3 µM; 360,000 compounds, 1.3% hits; AID 588852;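 active = percent inhibition above its own plate's cutoff, namely the mean of that plate's compound wells plus 3 SD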;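 also: peak over basal fluorescence ratio during 140 s after agonist addition; 0% = ACh EC80 plus DMSO and 100% = DMSO alone without agonist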
V1R ag counter = counter-screen for oxytocin receptor agonists: human V1a receptor agonists. 320,000 compounds, 0.25% hits. AID 2797. activation, % at 3 µM. CHO-V1R cells, Fluo-8 calcium fluorescence, agonist mode; 0% DMSO, 100% 3 nM vasopressin. P37288;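 active = activation above the mean activation of all tested compounds plus 3 SD, per screening run, cut at about 20% in these data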;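 also: signal is peak over basal fluorescence ratio across a 100 second FLIPR read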
CHRM1 PAM = positive allosteric modulators of human M1 muscarinic receptor. 360,000 compounds, 0.088% hits. AID 588819. activation, % at 3 µM. P11229. CHO-K1 hM1, Fluo-8 calcium fluorescence, ACh EC20; 0% = ACh EC20, 100% = maximal ACh; in the data active = activation above about 19%, passing the limit was not always enough
* hit, by the source's call; x = not tested or not shown.

Molecule	OXTR potentiate	CHO parental Ca	OXTR ag	TAAR1 agonist	M1 ag	TAAR1 antag	M1 antag	V1R ag counter	CHRM1 PAM
Cc1ccc(NC(=O)CSc2nc(=O)n(CCN(C)C)c3c2CCCC3)c(C)c1	-2	-26	-1.0	0	-7	-6	-10	-0.8	11
CCCCNC(=O)N1CCCC(C(=O)c2cc(C)c(OC)c(C)c2)C1 (stereo not drawn)	-3	-23	-2.5	0	-6	-20	17	-1.2	-8
O=C(C1CCCN1S(=O)(=O)c1ccc(Cl)c(Cl)c1)N1CCOCC1 (stereo not drawn)	-6	-18	0.4	8	-1	12	6	-0.5	-6
CCOC(=O)c1csc(NC(=O)c2ccc(S(=O)(=O)N(C)C)cc2)n1	-9	-6	6.7	6	-1	-5	-1	4.7	1
CCCn1nc(C(=O)OCn2nnc3ccccc3c2=O)c2ccccc2c1=O	-4	-11	-2.0	3	-5	0	-5	-0.9	1
O=C(COC(=O)/C=C/c1ccc(Cl)cc1)Nc1ccc2c(c1)OCCO2	-6	5	0.5	42*	-4	54*	-5	0.2	6
O=C(NCCN1CCOCC1)NC1(C(F)(F)F)Oc2ccccc2O1	-14	-15	1.0	0	-3	11	-11	0.0	9
O=C(O)c1ccc(CN(c2ccccn2)S(=O)(=O)c2ccccc2)cc1	-10	3	1.1	8	-4	13	-1	0.1	3
Cc1ccnc(SCC(=O)N2CCCc3ccccc32)n1	-8	-13	1.5	8	-5	4	-7	0.7	8
CC(C)CN(C(=O)COC(=O)C12CC3CC(CC(O)(C3)C1)C2)c1c(N)n(Cc2ccccc2)c(=O)[nH]c1=O	x	x	x	1	0	2	-13	x	14
COc1ccc(N2C(=O)CCC2(C#N)c2ccc(Br)cc2)cc1 (stereo not drawn)	-7	3	12	25	0	15	-12	9.4	7
CCOc1ccc(OCC)c(NC(=O)CCn2cccc2)c1	-15	-18	-1.6	1	-2	13	13	-0.8	-2
Cc1ccc(NC(=S)NCc2ccccc2)c(C)c1	-14	-5	-1.6	2	-10	-9	10	0.5	-9
CCOC(=O)c1nn(-c2ccccc2F)c(C)c1C(C)=O	1	-11	0.6	3	-3	-8	-10	0.6	10
Cc1ccc(C)c(NC(=O)CSc2nnc(CCNC(=O)OC(C)(C)C)o2)c1	-2	-14	-0.6	4	-1	-11	-5	-0.6	6
Cc1ccc(-c2cc(C(=O)O)n[nH]2)o1	-1	6	1.6	3	-4	6	-3	0.4	9
CCOC(=O)CCCCC(=O)NC(CO)C(=O)NC (stereo not drawn)	-8	-10	-0.2	15	-3	-11	-29	1.4	10
NC(=O)C1CCN(C(=O)N2c3ccccc3Sc3ccccc32)CC1	-14	-4	2.9	5	-10	8	-9	2.5	-2
CC(NC(=O)c1cc(-c2ccccc2)nc2ccccc12)C1CCCO1 (stereo not drawn)	-1	-24	-0.9	x	x	x	x	-1.0	x
CCc1ccc(NC(=O)CN2C(=O)COc3ccc(S(=O)(=O)N4CCCC4)cc32)cc1	-7	-28	0.1	-2	-6	1	-16	-1.2	6
CCCCN(S(=O)(=O)c1ccccc1)S(=O)(=O)c1ccccc1	9	-20	2.7	-4	-5	33	5	0.8	0
CCOc1ccc(Oc2c(/C=N/NC(C)=O)c(C)nn2-c2ccccc2)cc1	-9	-32	-2.1	-3	-9	-14	-4	-1.4	9
OC[C@@H]1CN(Cc2ccc(-c3ccccc3)cc2)C[C@H](n2cnc3c(NC4CC4)ncnc32)O1	x	x	x	9	1	-6	10	x	-11
CCN1CCc2nc3ccccc3c(C(=O)Nc3ccc(NC(C)=O)cc3)c2C1	-2	-7	1.0	0	-1	-16	-15	0.0	17
COc1ccc(C2=CC(=O)C[C@H](c3ccc(F)cc3)C2)c(F)c1F	-7	-21	1.4	3	-4	17	-3	2.3	1
NNc1nc(C(F)(F)F)nc2ccccc12	-5	3	4.6	1	-4	-11	-6	0.5	2
O=C(Nc1nc(-c2ccccn2)cs1)c1ccc(S(=O)(=O)N2CCCCC2)cc1	-3	-12	2.8	x	x	x	x	5.1	x
CC(=O)/C(C(=N)N1CCN(c2cccc(Cl)c2)CC1)=C(\C)O	1	-2	0.4	-2	-5	-7	-19	0.6	10
COC(=O)c1cc(Br)ccc1NC(=O)Nc1ccc(C)cc1	-12	6	0.5	8	-2	-11	-22	0.5	4
Cc1cc(C(=O)N2CCc3c([nH]c4ccccc34)C2c2c(F)cccc2Cl)no1 (stereo not drawn)	-9	-20	1.2	13	-3	11	18	0.4	-12
Cc1cccc(OCC(=O)Nc2ccc(C(=O)Nc3ccccc3C(=O)O)cc2)c1	x	x	x	-1	0	-54	-10	x	9
CN(C)S(=O)(=O)n1cnc2ccccc21	-8	6	0.3	6	-2	4	-16	0.9	0
O=C(COc1ccc(Br)cc1)NCc1cn2ccccc2n1	-10	-15	-2.0	-1	-6	-7	-16	0.4	7
COc1ccc(NC(=O)COc2cccc3c2CCNC3=O)cc1	x	x	x	1	-3	2	-1	x	3
CCN(CC(O)CON=C1c2ccccc2-c2ccccc21)S(=O)(=O)c1ccc(Cl)cc1 (stereo not drawn)	-6	-5	1.7	5	-4	28	-2	2.0	4
Cc1ccc(OCC(=O)Nc2ccc(C(=O)Nc3ccccc3C(=O)O)cc2)cc1C	x	x	x	-2	1	-22	-16	x	10
CCN1CCN(C(=O)CCc2ccc(S(=O)(=O)NCCc3ccccc3)cc2)CC1	-15	-6	-0.3	1	-7	10	-15	-0.4	2
CC1(C(=O)NS(=O)(=O)c2ccc(C#N)cc2)CCN1C(=O)C1(c2ccccc2)CCCC1 (stereo not drawn)	x	x	x	0	-3	-7	-18	x	11
O=S(=O)(c1ccccc1)N1CCN(S(=O)(=O)c2ccccc2)C1	-2	-12	1.1	12	-3	-7	2	0.4	-2
COC(=O)/C(=N\Nc1ccccc1)Sc1nnc(-c2ccc(OC)cc2)n1C	-5	-3	-2.1	-2	-5	-28	-10	-0.6	7
CCOC(=O)c1ccc(S(=O)(=O)N2CCC(N3CCCCC3)CC2)cc1	-12	-5	1.4	-1	-13	3	1	2.2	-4
COc1ccc(NC(=O)N2CCCc3ccccc32)c(OC)c1	x	x	x	-2	-4	-17	-24	x	15
COc1ccc(NC(=O)C2CC(=O)N(CCc3ccc(F)cc3)C2)c(OC)c1 (stereo not drawn)	-7	8	2.1	1	0	-2	19	1.3	-9
CC(Oc1ccccc1)C(=O)Nc1c2c(nn1-c1ccccc1)CS(=O)C2 (stereo not drawn)	6	-13	0.5	0	-1	-12	0	0.4	7
Cc1nc(-c2ccc(S(=O)(=O)N3CCN(CCc4ccccc4)CC3)s2)cs1	1	-11	-0.5	0	-3	-7	-1	-0.3	3
O=c1[nH][nH]cc1C=Nc1ccc(Cl)cc1Cl	-8	-6	-0.6	4	-6	-13	-8	0.4	11
COc1cc(Cl)cc(C2NC(=O)NC(C)=C2C(=O)NCc2ccccc2)c1O (stereo not drawn)	-4	-2	-1.2	2	-4	20	3	-0.4	0
O=C(CCCc1c[nH]c2ccccc12)NCC1COc2ccccc2O1 (stereo not drawn)	1	-8	4.7	3	-2	-8	-3	2.4	7
Nc1cc(S(=O)(=O)N2CCOCC2)ccc1N1CCCCC1	1	-14	1.3	1	-3	13	-7	2.7	3
COCCN(C(=O)COC(=O)CCC(=O)c1ccc(Cl)cc1)c1c(N)n(Cc2ccccc2)c(=O)[nH]c1=O	-7	-12	-1.0	1	-4	-20	0	0.0	2

Later entries.
Molecule	OXTR potentiate	CHO parental Ca	OXTR ag	TAAR1 agonist	M1 ag	TAAR1 antag	M1 antag	V1R ag counter	CHRM1 PAM
CN(C)c1ccc(C=O)c(Oc2ccccc2)c1	x	x	x	2	-9	-6	-13	x	0
CC(C)CN1CCN(Cc2cnc(-c3ccc(Cl)cc3)nc2)CC1CCO (stereo not drawn)	-10	-12	2.4	-3	-6	-7	6	-0.3	-4
NNC(=O)Cn1nc(Cc2ccccc2)n(N)c1=O	-6	-12	0.7	0	-2	-23	3	0.9	1
CC1C(=O)CCCCCCCCCC2C1(N1CCOCC1)CS2(=O)=O (stereo not drawn)	2	-25	-0.6	1	-4	-9	-14	0.6	8
CN(C(=O)c1ccc([N+](=O)[O-])cc1)c1ccccc1C(=O)NCc1ccccc1	-5	-9	-1.1	-1	-2	-22	-13	-1.3	5
Cc1ccc2c(c1)cc(CN(Cc1ccc3c(c1)OCO3)C(=O)c1ccccc1)c1nnnn12	-4	-13	0.7	-1	-1	-4	-4	1.2	0
NC(=S)Nc1ccc(Cl)c(Cl)c1	-4	4	2.4	8	1	0	1	2.2	4
CCOc1ccc(OCC)c(NS(=O)(=O)c2cccc3nsnc23)c1	-15	-28	-2.6	12	-6	1	-3	-1.1	5
O=C(NCCc1ccccc1)c1ccccc1C(F)(F)F	x	x	x	4	-4	-15	18	x	-10
O=C(COc1ccccc1O)Nc1ccccc1Cl	-1	2	-0.1	2	-2	3	-22	0.6	4
